Compound activity: PubChem BioAssay, several laboratories
NR1D1 modulator: modulates human Rev-erb alpha binding to DNA | P20393 | Rev-erbα–FITC-DNA binding, fluorescence polarization, 90 min | activity, % at 10 µM | actives 0.79% (n = 370,000) | AID 1259318;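 active = activity above about 14%, limit read from the data; passing the limit was not always enough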;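 note: 0% = DMSO wells with 35 nM protein and 100% = DMSO wells with 750 nM protein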
hcDAF-12 act: H. contortus DAF-12 activation, primary screen | activation, % at 6.8 µM | HEK293 hcDAF-12 lit1-tk-luc reporter, luminescence; 0% DMSO, 100% Δ7-dafachronic acid | actives 1.4% (n = 370,000);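 active = activation above the mean of all tested compounds plus 3 SD, cut at about 5.5% in these data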;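 note: 100% = response to 3 µM Δ7-dafachronic acid high control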
PLC-gamma1 inh: inhibitors of human phospholipase C gamma1 | inhibition, % at 12.2 µM | P19174 | purified PLC-gamma1, fluorogenic substrate, fluorescence | actives 0.84% (n = 370,000); in the data active = inhibition above about 9.5%
MBD2 inh: MBD2-methylated oligo binding inhibition | Q9UBB5 | TR-FRET, MBD2 binding to methylated oligonucleotide | inhibition, % at 4.4 µM | actives 0.31% (n = 370,000) | AID 686964; in the data active = inhibition above about 13%
PLCb3 inh: blocks human PLC-beta3 enzyme activity. Q01970. Purified PLC-beta3, fluorogenic substrate, fluorescence. inhibition, % at 12.2 µM. actives 0.18% (n = 370,000); in the data active = inhibition above about 11%;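 note: 0% = median of compound wells on plate and 100% = full blocker control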
DAX1 inh-1: DAX1 (NR0B1) inhibition, primary screen; HEK293T StAR-luciferase reporter, SF-1/DAX-1 repression relief; inhibition, % at 6.8 µM; actives 1.1% (n = 370,000); AID 652010;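 active = inhibition above the mean over all tested compounds plus 3 SD, cut at about 3.6% in these data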;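 note: 0% = DAX-1 cells with DMSO and 100% = cells lacking DAX-1 with DMSO; higher inhibition means more luminescence from relief of DAX-1 repression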
ADAM17 inh: ADAM17 inhibition, QFRET primary screen; P78536; recombinant ADAM17, EDANS/DABCYL FRET peptide cleavage; inhibition, % at 6.95 µM; actives 0.83% (n = 370,000);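 active = inhibition above the mean of compounds lying between control limits plus 3 SD, set per campaign, cut at about 8.5% in these data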;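 note: 0% = DMSO-only wells as the low control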
Target sequence (P78536 215-824 limits assumed): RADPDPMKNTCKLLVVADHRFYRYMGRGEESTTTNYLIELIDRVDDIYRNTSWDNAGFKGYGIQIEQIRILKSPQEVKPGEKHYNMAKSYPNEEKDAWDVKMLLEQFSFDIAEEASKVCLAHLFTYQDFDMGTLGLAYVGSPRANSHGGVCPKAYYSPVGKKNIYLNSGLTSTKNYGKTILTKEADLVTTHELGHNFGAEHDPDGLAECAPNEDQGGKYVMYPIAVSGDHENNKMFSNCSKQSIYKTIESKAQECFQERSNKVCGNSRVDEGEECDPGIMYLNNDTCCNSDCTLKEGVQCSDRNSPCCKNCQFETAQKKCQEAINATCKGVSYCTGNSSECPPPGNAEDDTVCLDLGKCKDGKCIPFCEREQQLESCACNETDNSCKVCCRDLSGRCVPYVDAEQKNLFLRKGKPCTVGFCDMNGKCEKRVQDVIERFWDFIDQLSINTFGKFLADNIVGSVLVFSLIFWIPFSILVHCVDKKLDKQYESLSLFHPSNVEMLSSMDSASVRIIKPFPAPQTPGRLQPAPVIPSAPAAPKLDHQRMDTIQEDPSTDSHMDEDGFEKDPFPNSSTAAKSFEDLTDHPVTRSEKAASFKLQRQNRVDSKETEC
DAX1 inh-2: NR0B1 (DAX1) inhibition; P51843; HEK293 Gal4-DAX1 luciferase reporter, luminescence; inhibition, % at 6.75 µM; actives 0.99% (n = 340,000); AID 504766;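 active = inhibition above the mean over all tested compounds plus 3 SD, cut at about 4.2% in these data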;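 note: 0% = DAX1-transfected cells with DMSO and 100% = empty-vector control cells with DMSO; inhibition shows as a rise in luminescence from relieved DAX1 repression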
Target sequence (P51843 207-470 limits assumed): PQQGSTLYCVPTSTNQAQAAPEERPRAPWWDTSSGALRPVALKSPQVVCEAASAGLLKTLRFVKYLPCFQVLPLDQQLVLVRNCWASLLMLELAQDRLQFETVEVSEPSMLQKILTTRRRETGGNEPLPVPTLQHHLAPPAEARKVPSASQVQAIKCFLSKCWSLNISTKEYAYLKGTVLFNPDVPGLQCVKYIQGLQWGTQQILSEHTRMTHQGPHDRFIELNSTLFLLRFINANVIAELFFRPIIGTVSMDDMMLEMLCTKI
SMARCA2 activ: SMARCA2 function activation, primary screen; MG213 cells, MMTV-luciferase reporter, dexamethasone, overnight; AID 652017; actives 1% (n = 370,000); activation, % at 9.1 µM; in the data active = activation above about 7.8%;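 note: 0% = vehicle wells and 100% = reference activator wells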
hgDAF12 agonist: activates the H. glycines DAF-12 receptor ligand-binding domain. HEK293 GAL4-hgDAF12 UAS-luciferase reporter, agonist luminescence; normalized to butyrate control. activation, % at 6.8 µM. actives 1.8% (n = 370,000). AID 687014;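 active = activation above a cutoff set at the mean of all screened compounds plus 3 SD, cut at about 10% in these data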;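 note: 0% = DMSO wells and 100% = sodium butyrate wells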
ssDAF-12 act: activators of S. stercoralis DAF-12 nuclear receptor; HEK293 ssDAF-12/GRIP1 lit1-tk-luc reporter, luminescence; % of 3 µM dafachronic acid response; activation, % at 6.8 µM; actives 1% (n = 370,000);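 active = activation above the mean over all tested compounds plus 3 SD, cut at about 0.9% in these data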;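 note: 0% = DMSO-only wells and 100% = 3 µM delta7-dafachronic acid wells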
* marks the source's active call; other numbers are inactive results; i = inactive; . = not tested or not shown.

Order of values – NR1D1 modulator	hcDAF-12 act	PLC-gamma1 inh	MBD2 inh	PLCb3 inh	DAX1 inh-1	ADAM17 inh	DAX1 inh-2	SMARCA2 activ	hgDAF12 agonist	ssDAF-12 act
1	CC1CCCC(C)N1C(=O)COC(=O)c1ccco1 (stereo not drawn)
    -5	0.8	2	-2	1	0.7	5	0.7	-6	-1.1	-1.3
2	CN(C)CCCNC(=O)C[C@H]1C[C@H](C(=O)N2CCCCC2)[C@@]2(C)c3[nH]c4cc(CCC(=O)N(C)C)ccc4c3CCN2C1=O
    -2	-0.8	3	-1	2	0.0	1	-0.3	4	0.8	-1.0
3	O=[N+]([O-])c1cccc(N=NNc2cccc([N+](=O)[O-])c2)c1
    7	-1.0	-2	-4	3	0.8	-4	0.5	3	-0.4	-1.1
4	Cc1c(C(=O)c2ccc(Cl)c(Cl)c2)cnc2cc3c(cc12)OCO3
    0	-1.2	-3	3	-4	0.5	-5	-1.6	0	0.6	-1.0
5	Cc1ccc(N2C(=O)CC(Cc3ccc(Cl)cc3)C2=O)cc1 (stereo not drawn)
    2	-1.3	1	-1	-6	-0.1	6	0.6	-2	-2.7	-0.8
6	C[N+](C)(C)CCOP(=O)([O-])OC[C@H](O)CO
    4	-0.9	0	6	-2	2.6	-2	0.4	-4	0.4	-1.0
7	Cc1cccnc1NC(=O)Nc1ccc(F)cc1
    5	0.5	-2	-5	1	0.3	-4	0.1	3	7.0	-0.7
8	CCOC(=O)C1CCN(C(=O)CN2C(=O)c3cccnc3Oc3ccc(C)cc32)CC1
    6	-1.0	-1	1	-4	-0.2	-4	0.1	0	1.2	-1.0
9	CCCC(=O)Nc1sc(C(=O)Nc2cccc(N)c2)c(C)c1C(=O)OC
    7	0.9	3	-4	-5	3.9*	-2	0.0	5	7.1	-1.0
10	O=S(=O)(c1ccc(Oc2ccc(Cl)cc2)c(S(=O)(=O)N2CCCCC2)c1)N1CCCCC1
    3	0.2	3	-2	-2	0.2	-1	-1.1	1	0.4	-1.1
11	CCCN(CC(=O)Nc1ccc(F)c(F)c1F)C(=O)C1CC(=O)N(Cc2ccccc2)C1 (stereo not drawn)
    0	-1.9	5	3	4	0.9	0	1.6	-2	-0.6	-1.4
12	COc1ccc(-c2nc3ccc(C)cn3c2NCc2ccc3c(c2)OCO3)cc1
    -3	0.2	i	2	i	0.0	-94	2.2	5	10	-0.8
13	CCOc1cc(CNCC2CCCN2CC)cc(Cl)c1OC (stereo not drawn)
    1	-0.8	12*	1	1	1.0	5	0.4	-3	0.4	-1.0
14	COc1ccc(C(C)NC(=O)Nc2ccc(C(C)=O)cc2)cc1OC (stereo not drawn)
    4	4.5	0	2	-5	0.3	0	0.4	2	6.3	-1.5
15	COc1ccc(C(C[N+](=O)[O-])c2c(C)cc3ccccn23)c(OC)c1 (stereo not drawn)
    -6	2.8	-29	2	-42	-0.2	0	0.6	1	-0.2	-0.2
16	O=C(COC(=O)c1ccc([N+](=O)[O-])o1)NCCCc1ccccc1
    -3	0.0	-7	0	-15	-0.9	-2	0.6	1	1.5	-1.1
17	COc1ccc(NC(=O)c2oc3ccccc3c2NC(=O)C2CC2)cc1
    18	-1.1	0	-3	-5	-1.6	-3	0.9	-3	-1.4	-1.8
18	COc1ccc(S(=O)(=O)N2CCOCC2)cc1NC(=O)c1cccc(-n2cccc2)c1
    -33	-2.1	-9	-2	-11	-1.7	0	2.1	1	-1.1	-1.5
19	CC(=O)Nc1cccc(C(=O)OCC(=O)NNC(=O)c2ccc([N+](=O)[O-])cc2)c1
    -1	1.3	2	7	-7	-0.3	-6	0.9	0	2.4	-1.3
20	CCCCN1C(=O)C(CC(=O)NCCc2ccccn2)CC(C(=O)N(C(C)C)C(C)C)=C1C (stereo not drawn)
    5	-1.2	-4	10	-5	-0.4	-3	-0.3	-3	-0.4	-1.6

Single values from above.
In DAX1 inh-2, COc1ccc(S(=O)(=O)N2CCOCC2)cc1NC(=O)c1cccc(-n2cccc2)c1 reads 2.1
In ssDAF-12 act, COc1ccc(NC(=O)c2oc3ccccc3c2NC(=O)C2CC2)cc1 reads -1.8

Continuation.
Order of values – NR1D1 modulator	hcDAF-12 act	PLC-gamma1 inh	MBD2 inh	PLCb3 inh	DAX1 inh-1	ADAM17 inh	DAX1 inh-2	SMARCA2 activ	hgDAF12 agonist	ssDAF-12 act
21	O=C(OCc1nnc(-c2ccc(Br)cc2)o1)c1ccco1
    1	-1.3	0	1	-6	0.6	2	-0.5	5	2.2	-1.1
22	COc1ccc(S(=O)(=O)Nc2c(C)n(C)n(-c3ccccc3)c2=O)cc1
    4	-1.7	0	9	-2	0.3	-5	-0.3	-1	-0.5	-0.8
23	O=C(Cc1ccc(Cl)c(Cl)c1)Nc1cccc(S(=O)(=O)N2CCOCC2)c1
    7	-2.5	0	-1	-4	-0.6	2	-0.3	-4	-1.6	-2.0
24	C[C@]12c3[nH]c4cc(-c5ccco5)ccc4c3CCN1C(=O)[C@@H](CC(=O)NCc1ccco1)C[C@@H]2C(=O)N1CCOCC1
    -1	0.2	-470	1	i	-0.8	-122	0.4	-2	0.4	-1.3
25	CCOc1ccc(N(CC(=O)NCc2ccc(F)cc2)C(=O)CCC(=O)Nc2nccs2)cc1
    6	-1.3	3	-5	-1	-0.6	0	0.4	2	-1.7	-1.5
26	Cc1ccc(NC(=S)NC(=O)c2ccc(-c3ccccc3)cc2)c(C)c1
    -1	-1.5	0	5	4	0.0	1	-1.2	-1	-0.4	-1.2
27	CN(C(=O)CSc1nc2ccccc2c(=O)n1-c1ccccc1Cl)C1CCS(=O)(=O)C1 (stereo not drawn)
    4	0.6	3	-4	1	-1.7	-3	0.7	-3	-1.4	-1.5
28	CCCCN(CC)C(=O)Cn1cnc2ccc(S(=O)(=O)N3CCC(C)CC3)cc2c1=O
    0	1.7	0	1	0	-0.1	-4	-0.5	0	0.6	-1.5
29	Cc1ccccc1OCC(=O)OCC(=O)c1c[nH]c2ccccc12
    5	4.1	2	-2	-8	-1.1	-2	0.6	-1	0.1	-0.1
30	Cc1ccccc1NC(=O)CSCc1nc(N)nc(Nc2ccccc2C)n1
    2	0.4	-1	2	2	0.8	-3	-0.7	1	2.9	-1.1
31	CCc1nnc(SCC(=O)Nc2ccc(N3CCOCC3)cc2)o1
    -5	-0.1	2	2	1	0.1	0	3.1	1	-2.3	-0.8
32	CC(=O)Nc1cccc(C(=O)N/N=C/c2ccc(C)o2)c1
    -1	0.3	-2	2	2	0.2	0	0.4	0	1.2	-1.1
33	C/C(=N/NC(=O)c1ccc(C)s1)c1cccc(NC(=O)COc2ccc(Cl)cc2Cl)c1
    -2	-1.1	4	-1	-2	1.2	-4	0.4	4	6.4	-1.4
34	CC(C)(C)S(=O)N1C[C@H]2CC(=O)C(CCO)=C2[C@@H]1CCO (stereo partly drawn)
    0	-0.6	8	-3	5	2.2	0	.	-6	0.7	-0.4
35	CC(C)N1C[C@@]23C=C[C@@H](O2)C(C(=O)OCc2ccccc2)[C@H]3C1=O (stereo partly drawn)
    -2	-1.4	4	4	5	0.5	1	-0.6	-4	1.9	-1.3
36	CCOc1ccc(NC(=S)NC(=O)c2c(Cl)c(C)nn2C)c([N+](=O)[O-])c1
    9	0.1	0	-6	0	0.8	-3	-1.9	1	0.2	-0.7
37	Cc1ccc(OCC(=O)NCC(=O)n2nc(C)cc2C)cc1
    0	-2.0	-2	4	-2	0.0	-5	0.1	-6	0.1	-0.9
38	Cc1occc1C(=O)N1CCN(c2ncccn2)CC1
    6	-1.2	-5	-1	-1	0.1	-6	3.0	-1	-0.4	-0.5
39	Cc1cccc(N(CC(=O)NCC2CCCO2)C(=O)CCC(=O)Nc2cc(C)on2)c1 (stereo not drawn)
    10	-2.8	5	1	6	0.8	0	-0.5	5	1.2	-0.6
40	Cc1ccc2oc(=O)n(Cc3ccccc3)c2c1
    0	-2.6	-2	-1	-6	-0.4	-1	0.7	1	-1.5	-1.2

Some entries already given with just DAX1 inh-2 and PLCb3 inh:
no. | compound | DAX1 inh-2 | PLCb3 inh
18 | COc1ccc(S(=O)(=O)N2CCOCC2)cc1NC(=O)c1cccc(-n2cccc2)c1 | 2.1 | -11
16 | O=C(COC(=O)c1ccc([N+](=O)[O-])o1)NCCCc1ccccc1 | 0.6 | -15

Further records
Order of values – NR1D1 modulator	hcDAF-12 act	PLC-gamma1 inh	MBD2 inh	PLCb3 inh	DAX1 inh-1	ADAM17 inh	DAX1 inh-2	SMARCA2 activ	hgDAF12 agonist	ssDAF-12 act
41	O=C(NN=C1CCCCCC1)c1ccc2c(c1)OCO2
    -4	-0.5	0	5	1	0.0	-1	1.6	10*	9.8	-1.1
42	Cc1cccc(-c2c3c(=O)n(C)c(=O)n(C)c3c3nnc4ccccc4n23)c1
    6	-0.2	-4	7	1	-0.3	-3	-0.4	-3	-1.6	-0.6
43	CCOC(=O)Cc1nnc(NC(=O)CSc2nnc3c(n2)[nH]c2ccccc23)s1
    -1	-3.9	-4	-1	-2	-1.2	2	3.6	-7	-6.9	-2.8
44	O=C1CC(C(=O)Nc2ccccc2C(=O)O)C(c2ccccc2)O1 (stereo not drawn)
    -5	-0.8	2	-5	2	0.2	-1	2.1	1	0.2	-1.1
45	c1ccc2c(c1)nc(-c1ccncc1)n2CCNc1nc(CN2CCCCC2)cs1
    3	0.9	-3	3	-4	0.4	-4	0.7	3	0.2	-1.1
46	CCOC(=O)C1(CCCc2ccccc2)CCN(C(=O)c2n[nH]c(CC)c2C)CC1
    2	-1.8	0	6	-1	-1.8	-1	-1.7	-5	-0.1	-1.9
47	Cn1c(=NC(=O)CCl)sc2ccccc21
    -1	-4.1	9	-4	4	-2.6	2	-2.3	8	-7.6	-1.6
48	Cc1ccc(NC(=O)Cc2ccccc2)cc1S(=O)(=O)N1CCOCC1
    -2	-0.1	0	3	-10	-1.0	-7	-0.1	1	-1.5	-1.1
49	COc1ccccc1CNC(=O)CCc1nnc2ccc(NCCCN3CCCC3=O)nn12
    -5	1.4	-4	0	-8	0.1	-4	-0.2	0	1.1	-1.1
50	N#CC1=C(N)Oc2cc(O)c(Cl)cc2C1c1ccccc1F (stereo not drawn)
    9	-0.6	i	-1	i	-0.6	-86	0.9	-2	0.0	-0.8
51	CCOC(=O)N1CCN(C(=O)Cn2nc(C)n3nc(-c4ccc(CC)cc4)cc3c2=O)CC1
    22	1.4	4	11	-11	-0.6	-3	1.2	-1	0.0	-0.3
52	COc1cc(CNCCc2ccccc2)cc(Br)c1OCC(=O)Nc1ccccc1C
    5	-1.8	5	-1	-2	0.6	-1	4.3*	3	1.1	0.0
53	CC(/C=C1\SC(=S)N(NC(=O)c2ccncc2)C1=O)=C\c1ccccc1
    2	-1.1	-3	-5	-10	0.1	-9	2.3	0	-1.2	0.2
54	COc1ccc(C)cc1-n1c(SCC(=O)NCC2CCCO2)nc2c([nH]c3ccccc32)c1=O (stereo not drawn)
    -5	2.9	-2	-5	-6	1.1	-5	-0.7	0	1.6	-0.3
55	Cc1ccc(-c2nc3c(C)cc(Br)cn3c2Cc2cccc(F)c2)cc1
    21*	0.2	-11	1	-7	0.2	-3	.	-1	2.0	-0.8
56	O=C(CC1SC(=Nc2ccc(OC(F)F)cc2)N(CCC2=CCCCC2)C1=O)Nc1ccccc1F (stereo not drawn)
    3	0.0	2	2	1	0.1	-1	0.9	-3	4.2	-1.3
57	Cc1sc(NC(=O)C2C3CCC(O3)C2C(=O)O)c(C(=O)OC(C)C)c1-c1ccc(Cl)cc1 (stereo not drawn)
    -2	0.9	0	6	3	0.2	-9	0.3	0	-0.8	-1.6
